SSB-PriA inh: inhibitors of Klebsiella pneumoniae PriA binding to SSB C-terminal tail. inhibition, % at 33 µM. AID 1272365. AlphaScreen SSBct-PriA binding, biotinylated peptide. hit rate 0.6% among 430,000; in the data active = inhibition mostly above about 37%, no sharp cut-off; inactive = mostly below about 20%;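 note: plate controls were negative control peptide for no effect and reference peptide for full effect; strong numbers were not always called active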
TcdB GH inh: blocks C. difficile toxin B glycohydrolase activity | P18177 | TcdB glycohydrolase enzymatic assay, plate reader | hit rate 0.24% among 350,000 | inhibition, % at 9.99 µM; in the data active = inhibition above about 10%
VHR inh abs: DUSP3 (human) phosphatase inhibition. hit rate 0.52% among 290,000. P51452. recombinant VHR phosphatase, pNPP absorbance. inhibition, % at 13.3 µM; in the data active = inhibition above about 50%; note: some compounds called inactive have numbers as strong as hits
Target sequence (P51452 whole entry, looked up): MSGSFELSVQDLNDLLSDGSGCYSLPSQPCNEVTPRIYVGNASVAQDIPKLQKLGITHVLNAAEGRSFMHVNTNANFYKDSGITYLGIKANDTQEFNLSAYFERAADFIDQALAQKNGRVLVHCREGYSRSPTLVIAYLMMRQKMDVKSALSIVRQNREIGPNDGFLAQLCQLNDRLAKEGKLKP
CCHF vOTU inh: blocks the CCHF virus ovarian tumor domain protease. CCHFV vOTU protease, Pep-AMC fluorescence. inhibition, % at 11.5 µM. hit rate 0.55% among 370,000. AID 651958; in the data active = inhibition above about 30%; note: 0% = vehicle wells with enzyme and 100% = no enzyme wells
Anthrax LF inh2: anthrax lethal factor protease inhibition; P15917; multiplex microsphere protease cleavage assay, LF; inhibition, % at 10 µM; hit rate 0.12% among 360,000; note: plate controls were buffer without enzyme for full effect and enzyme alone for no effect
Target sequence (P15917 whole entry, looked up): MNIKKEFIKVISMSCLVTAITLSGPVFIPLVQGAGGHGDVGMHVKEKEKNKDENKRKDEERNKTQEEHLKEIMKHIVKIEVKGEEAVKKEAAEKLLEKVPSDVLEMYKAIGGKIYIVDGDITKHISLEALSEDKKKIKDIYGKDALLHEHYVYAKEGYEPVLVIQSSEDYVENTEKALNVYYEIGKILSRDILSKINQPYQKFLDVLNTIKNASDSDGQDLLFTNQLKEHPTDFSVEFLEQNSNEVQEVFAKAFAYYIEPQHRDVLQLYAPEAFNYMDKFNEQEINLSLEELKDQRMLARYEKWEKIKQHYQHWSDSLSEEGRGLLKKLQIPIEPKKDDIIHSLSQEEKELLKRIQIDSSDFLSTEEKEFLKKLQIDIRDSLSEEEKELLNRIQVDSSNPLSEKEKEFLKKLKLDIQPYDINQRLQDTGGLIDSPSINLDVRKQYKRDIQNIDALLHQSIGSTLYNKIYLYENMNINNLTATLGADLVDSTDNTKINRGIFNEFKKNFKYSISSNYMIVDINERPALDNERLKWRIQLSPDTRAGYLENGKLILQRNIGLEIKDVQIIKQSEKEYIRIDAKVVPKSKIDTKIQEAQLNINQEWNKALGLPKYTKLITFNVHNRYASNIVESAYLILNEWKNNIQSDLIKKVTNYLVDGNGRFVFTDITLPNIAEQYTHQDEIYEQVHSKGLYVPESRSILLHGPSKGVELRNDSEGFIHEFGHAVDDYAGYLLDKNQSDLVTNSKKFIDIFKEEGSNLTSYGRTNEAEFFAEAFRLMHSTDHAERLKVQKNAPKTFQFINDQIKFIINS
PfHsp40 yeast: rescue of PfHsp40-mediated yeast toxicity. hit rate 0.68% among 340,000. S. cerevisiae expressing PfHsp40, growth rescue, ATP luminescence. growth rescue, % at 12.5 µM. AID 504582; in the data active = growth rescue above about 28%, passing the limit was not always enough; inconclusive = no clear call, values can overlap the other calls;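 note: yeast W303a lacking pdr1 and pdr3 grown in galactose medium; growth measured after three days at 30 °C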
3CLpro inhibitor: SARS-CoV 3CLpro protease inhibition. inhibition, % at 6 µM. recombinant SARS-CoV 3CLpro, quenched FRET peptide cleavage. hit rate 0.14% among 290,000. P0C6X7; in the data active = inhibition above about 12%
Y pestis TopoI: blocks Yersinia pestis topoisomerase I activity; Y. pestis Topo-I cleavage product accumulation, plate reader; activity, % at 10 µM; hit rate 0.064% among 360,000; AID 504884; in the data active = activity above about 50%, passing the limit was not always enough; inconclusive = no clear call, values can overlap the other calls; note: inactives centre near 2
Vc quorum ag: quorum light induction in luxS cqsA deficient V. cholerae | V. cholerae BH1578 lux reporter, luminescence, 6 h | activation, % at 18.7 µM | hit rate 0.16% among 350,000; in the data active = activation mostly above about 9.7%, no sharp cut-off; inconclusive = no clear call, values can overlap the other calls; inactive = mostly below about 3.7%; note: not every result past the cut was called active; inactives centre near 0; reference of the scale not given here
BoNT-A LC inh2: blocks Botulinum neurotoxin A light chain protease | AID 588499 | multiplex microsphere protease substrate cleavage, flow cytometry | inhibition, % at 10 µM | hit rate 0.17% among 360,000; note: plate controls were buffer without enzyme for full effect and enzyme alone for no effect
An asterisk follows results filed as active; i = inactive; ? = inconclusive; / = not tested or not shown. Cut-off read from the data, not from the text of the source, unless noted: active = inhibition above about 30%; inconclusive = no clear call, values can overlap the other calls; inactive = below that. Some of the compounds tested; rates above refer to the full screens.

Labels used below – A = SSB-PriA inh; B = TcdB GH inh; C = VHR inh abs; D = CCHF vOTU inh; E = Anthrax LF inh2; F = PfHsp40 yeast; G = 3CLpro inhibitor; H = Y pestis TopoI; I = Vc quorum ag; J = BoNT-A LC inh2
1: Clc1ccccc1N1CCN(c2ncnc3nc[nH]c23)CC1
  A = -10 | B = 2.7 | C = 49 | D = 6 | E = -8 | F = -1.6 | G = 1 | H = -4 | I = 0.2 | J = -0.4

2: O=C(O)c1cc(-c2ccccc2)n(-c2ccccc2)n1
  A = -7 | B = / | C = 6 | D = -18 | E = -4 | F = -1.6 | G = 2 | H = -3 | I = -4.1 | J = 0.7

3: Cc1ccc(S(=O)(=O)N2CCOCC2)cc1C(=O)OCC(=O)NCc1ccc2c(c1)OCO2
  A = 0 | B = 2.0 | C = / | D = -7 | E = -7 | F = -0.9 | G = / | H = 12 | I = -4.3 | J = 1.9

4: Cc1ccc(NC(=O)OCC(F)(F)C(F)F)cc1NC(=O)OCC(F)(F)C(F)F
  A = -16 | B = / | C = 19 | D = 3 | E = -9 | F = 0.9 | G = 3 | H = -2 | I = -1.8 | J = ?

5: Cc1cc(C(=O)Nc2ccon2)ccc1[N+](=O)[O-]
  A = 8 | B = 0.3 | C = / | D = -14 | E = 5 | F = / | G = / | H = 4 | I = i | J = -0.1

6: CCC(C(=O)NCCN1CCOCC1)n1nc(C)n2c(cc3sccc32)c1=O (stereo unspecified)
  A = -4 | B = -0.3 | C = 10 | D = -5 | E = 0 | F = -1.7 | G = 0 | H = -6 | I = -2.1 | J = 1.5

7: O=C1CCC(c2ccccc2)N1c1ccccc1 (stereo unspecified)
  A = -8 | B = -2.6 | C = / | D = -22 | E = -2 | F = -1.3 | G = / | H = 1 | I = -7.1 | J = -0.1

8: CCOc1ccccc1NC(=O)C(OC(=O)c1ccccc1NS(=O)(=O)c1cccs1)c1ccccc1 (stereo unspecified)
  A = -3 | B = -0.8 | C = -4 | D = 4 | E = 0 | F = -1.2 | G = -3 | H = 0 | I = -0.3 | J = 0.9

9: COCCCN1C(=O)C(CC(=O)NCc2cccs2)CC(C(=O)N(C(C)C)C(C)C)=C1C (stereo unspecified)
  A = / | B = 0.1 | C = / | D = 0 | E = -3 | F = / | G = / | H = / | I = / | J = 0.7

10: C=CC[C@H](CC(=O)N(CCO)Cc1ccccc1)C(=O)N[C@@H](COC(=O)[C@H](CC=C)CC(=O)OC(C)(C)C)Cc1c[nH]c2ccccc12
  A = 11 | B = -3.0 | C = / | D = 17 | E = -3 | F = 4.6 | G = / | H = 4 | I = -0.3 | J = 0.2

11: O=C(c1cccs1)C1CCCN(Cc2nc(Cc3ccccc3F)no2)C1 (stereo unspecified)
  A = -11 | B = 0.8 | C = 14 | D = 3 | E = -2 | F = 0.5 | G = -6 | H = -6 | I = -1.0 | J = -0.3

12: CCN(CC)C(=O)CNc1ccc(C(F)(F)F)cc1[N+](=O)[O-]
  A = -13 | B = / | C = -7 | D = -5 | E = 0 | F = -0.9 | G = 0 | H = -3 | I = 0.6 | J = -0.6

13: O=S(=O)(c1ccccc1)c1cnn2c(C(F)(F)F)cc(-c3ccccc3)nc12
  A = -5 | B = / | C = 25 | D = -1 | E = -11 | F = -0.5 | G = 4 | H = -1 | I = / | J = -0.4

14: O=C(CC(=O)c1cccs1)c1ccncc1
  A = 0 | B = 0.5 | C = / | D = 9 | E = -1 | F = 2.2 | G = / | H = 3 | I = i | J = 0.7

15: CCOC(=O)N1CCC(N2C(=O)c3ccccc3C2Nc2ccc(S(=O)(=O)N(CC)CC)cc2)CC1 (stereo unspecified)
  A = -4 | B = 2.0 | C = 7 | D = -4 | E = -1 | F = -0.4 | G = -3 | H = 10 | I = -0.3 | J = -0.4

16: CC1(C)CN(c2cccc(-c3ccnc4ncnn34)c2)C1=O
  A = 7 | B = 0.9 | C = 20 | D = -16 | E = 0 | F = 0.0 | G = 6 | H = 8 | I = -2.7 | J = 0.5

17: Cc1c(C#N)c2ccccc2n1CC(=O)N1CCc2ccccc2C1
  A = -8 | B = -0.2 | C = 2 | D = 14 | E = -9 | F = 1.0 | G = 1 | H = 15 | I = 0.4 | J = -0.9

18: O=C(COc1ccc2ccc(=O)oc2c1)NCCCN1CCCC1=O
  A = -1 | B = 2.3 | C = 6 | D = 10 | E = 2 | F = -0.6 | G = -4 | H = 0 | I = 0.4 | J = 3.2

19: O=C(CCN1C(=O)/C(=C\c2cccs2)SC1=S)Nc1nccs1
  A = 5 | B = / | C = -6 | D = 14 | E = 0 | F = -1.2 | G = 4 | H = 4 | I = i | J = 2.3

20: C[C@@]12C(=O)N(Cc3ccco3)CC(=O)N1[C@H]1c3ccccc3OC[C@@H]1[C@@H]2c1ccccc1
  A = 8 | B = 1.0 | C = / | D = -6 | E = 0 | F = 1.1 | G = / | H = 24 | I = -1.6 | J = 0.2

21: CCCCn1c(SCC(=O)N2CCOCC2)nnc1-c1cccs1
  A = -19 | B = 0.7 | C = -7 | D = / | E = 0 | F = -0.1 | G = -6 | H = -1 | I = i | J = ?

22: O=c1[nH]c(SCc2cccc(F)c2)nc2c1CCCC2
  A = -8 | B = / | C = 6 | D = -1 | E = -4 | F = -0.4 | G = 7 | H = 4 | I = -0.3 | J = -2.9

23: Cc1ccsc1C(=O)OCC(=O)NCCC1=CCCCC1
  A = -5 | B = 1.2 | C = 13 | D = 2 | E = 0 | F = -1.9 | G = 3 | H = 11 | I = -0.1 | J = -0.8

24: COCCCn1c(=O)/c(=C\c2ccccc2OC(F)F)s/c1=C(/C#N)C(=O)N1CCOCC1
  A = / | B = 2.0 | C = -18 | D = -7 | E = 0 | F = 1.7 | G = 1 | H = 13 | I = -0.3 | J = 1.4

25: Cc1ccc2cc(C#N)c(NCCNC(=O)C3CCC3)nc2c1C
  A = 7 | B = / | C = 44 | D = -12 | E = -4 | F = 0.7 | G = 5 | H = 0 | I = -0.2 | J = 0.3

Reprinted at random: two records from the list.
Labels used below – A = SSB-PriA inh; B = TcdB GH inh; C = VHR inh abs; D = CCHF vOTU inh; E = Anthrax LF inh2; F = PfHsp40 yeast; G = 3CLpro inhibitor; H = Y pestis TopoI; I = Vc quorum ag; J = BoNT-A LC inh2
15: CCOC(=O)N1CCC(N2C(=O)c3ccccc3C2Nc2ccc(S(=O)(=O)N(CC)CC)cc2)CC1 (stereo unspecified)
  A = -4 | B = 2.0 | C = 7 | D = -4 | E = -1 | F = -0.4 | G = -3 | H = 10 | I = -0.3 | J = -0.4

6: CCC(C(=O)NCCN1CCOCC1)n1nc(C)n2c(cc3sccc32)c1=O (stereo unspecified)
  A = -4 | B = -0.3 | C = 10 | D = -5 | E = 0 | F = -1.7 | G = 0 | H = -6 | I = -2.1 | J = 1.5

(next part)
Every second line gives: SSB-PriA inh, TcdB GH inh, VHR inh abs, CCHF vOTU inh, Anthrax LF inh2, PfHsp40 yeast, 3CLpro inhibitor, Y pestis TopoI, Vc quorum ag, BoNT-A LC inh2
(26) Nc1ccc(C(=O)OCc2nc3c(ccc4ccccc43)[nH]2)cc1
 : 11, 7.1, 31, 15, 1, -1.0, 4, -16, i, 1.0
(27) COc1cc(CN2CCCC(C(=O)Nc3ccccc3Oc3cccnc3)C2)ccc1F (stereo unspecified)
 : -5, 1.5, 13, 11, 1, 0.1, -9, 21, -7.1, 0.6
(28) O=C(Nc1nnc(-c2ccccc2F)s1)c1ccccc1F
 : -15, -0.1, -1, -11, -10, -0.6, 3, 6, i, -2.3
(29) COCCNC(=O)c1c(CS(=O)(=O)c2ccccc2)noc1C(=O)NCc1ccccc1
 : -1, 0.2, /, -15, -3, -0.6, /, -4, 1.2, -0.2
(30) COc1ccc2c(c1)C=C(CN1CCC(CO)(CCc3ccccc3)CC1)CO2
 : -16, 0.0, 30, -2, -6, -1.1, 6, 1, -0.2, 0.8
(31) CN(CC1CCCN(CCc2ccccc2F)C1)C(=O)c1cc2ccccc2o1 (stereo unspecified)
 : /, -0.1, /, -9, -2, /, /, 15, i, 0.0
(32) CCC(C)NC(=O)CSc1ccc(Cl)cc1 (stereo unspecified)
 : -8, /, 18, 0, -2, 2.2, 1, -5, i, 0.5
(33) O=C(NCCCc1ccccc1)[C@@H]1Cc2ccccc2CN1
 : -2, 1.7, 28, -10, 11, -1.8, -1, 1, -5.6, 0.4
(34) CCOC(=O)C1=CCN(S(=O)(=O)c2ccc(F)cc2)C1c1ccc(C)cc1 (stereo unspecified)
 : /, 1.9, /, 9, -3, /, /, /, /, -1.1
(35) Cc1ccc(Cl)cc1N(CC(=O)Nc1cccc(N(C)S(C)(=O)=O)c1)S(C)(=O)=O
 : 15, 2.2, 17, 4, -5, 0.6, 5, 4, /, 0.6

Results in Y pestis TopoI, BoNT-A LC inh2 and VHR inh abs, for 6 of the compounds above:
entry	structure	Y pestis TopoI	BoNT-A LC inh2	VHR inh abs
28	O=C(Nc1nnc(-c2ccccc2F)s1)c1ccccc1F	6	-2.3	-1
29	COCCNC(=O)c1c(CS(=O)(=O)c2ccccc2)noc1C(=O)NCc1ccccc1	-4	-0.2	/
30	COc1ccc2c(c1)C=C(CN1CCC(CO)(CCc3ccccc3)CC1)CO2	1	0.8	30
31	CN(CC1CCCN(CCc2ccccc2F)C1)C(=O)c1cc2ccccc2o1 (stereo unspecified)	15	0.0	/
32	CCC(C)NC(=O)CSc1ccc(Cl)cc1 (stereo unspecified)	-5	0.5	18
33	O=C(NCCCc1ccccc1)[C@@H]1Cc2ccccc2CN1	1	0.4	28

The listing continues.
Every second line gives: SSB-PriA inh, TcdB GH inh, VHR inh abs, CCHF vOTU inh, Anthrax LF inh2, PfHsp40 yeast, 3CLpro inhibitor, Y pestis TopoI, Vc quorum ag, BoNT-A LC inh2
(36) Cc1c(Br)c(O)c(Br)c2sc(=O)oc12
 : 5, -0.2, 4, 10, -1, 0.8, 3, 3, -6.9, -0.6
(37) CC(=O)Nc1ccc(S(=O)(=O)Nc2ccc(Nc3ccccc3)cc2)cc1
 : -16, -0.3, 11, -14, 1, /, 0, -15, -0.5, 0.7
(38) O=C(C1CCCN(S(=O)(=O)c2cccc3nsnc23)C1)N1CCC2(CC1)OCCO2 (stereo unspecified)
 : -2, /, -9, 13, /, /, -5, /, /, /
(39) COc1cccc(C(=O)NCc2ccc3c(c2)OCO3)c1OC
 : -9, 0.8, 4, -3, 17, -1.5, 3, 11, 1.5, -0.4
(40) CCc1nnc(SCC(=O)N2CCCC(N3CCN(c4ccccc4C)CC3)C2)o1 (stereo unspecified)
 : -3, 2.0, 10, -5, 1, -2.3, 4, 22, -2.2, 1.6
(41) COc1ccc2c(c1)NC(c1cc(Cl)cc(Cl)c1O)c1cccn1-2 (stereo unspecified)
 : -7, -1.4, 18, -1, -5, 0.3, -1, 9, 0.1, 1.5
(42) COc1cc(CN2CCN(Cc3ccc(C(F)(F)F)cc3)CC2)cc(OC)c1OC
 : -19, -0.1, 6, 0, /, 0.6, -1, 5, -0.4, /
(43) CCCC1NC(=O)c2cc3ccccc3cc2-n2c1nc1cc(Cl)ccc1c2=O (stereo unspecified)
 : /, 1.4, /, -1, 5, /, /, 48, -0.5, 0.0
(44) CSc1ccccc1C(=O)N1CCN(c2ncccn2)CC1
 : -6, 0.7, 26, 6, -7, -1.1, 2, -6, i, -0.9
(45) Oc1ccc(Cl)cc1CNc1cnc2ccccc2c1
 : -13, 0.3, 1, -33, -9, 5.8, -1, -8, 1.7, -3.4
(46) COC(=O)C1CC2=C(CCCC2=O)N(Cc2ccccc2)C1=O (stereo unspecified)
 : 4, 0.9, /, 3, -11, -1.6, /, -2, i, -1.1

Source: PubChem BioAssay (several laboratories)
